BRCT inh red: BRCT-phosphoprotein interaction inhibition (red fluorophore); Potency, µM (highest dose often 76.9 µM), for inactives: at the top dose activity change, negative = inhibition, most hits filed as inhibitors; BRCT-phosphopeptide binding, red fluorescence polarization; 0.03% of 75,000 active; P38398
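Rhodamine-labelled pBACH1 10-mer (100 nM) bound to BRCT domain (100 nM) at pH 7.3; compounds incubated 12 min room temperature, polarization read. Free peptide defines full inhibition; unlabelled decapeptide titrated as control.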
ALOX15 inhib: inhibitors of human 15-lipoxygenase (ALOX15). P16050. purified 15hLO-1, xylenol orange hydroperoxide absorbance. Potency, µM (highest dose often 57.1 µM), for the others: at the highest dose activity change, negative = inhibition, actives largely listed as inhibitors. 1.4% of 74,000 active; further: potency means the concentration at half of the fitted maximal effect; nearly all actives have a fitted effect of over 55% in size
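Inhibition is scored from a chromogenic endpoint. After 15 min enzyme-compound contact, arachidonic acid (50 uM final) reacts 6 min with 40 nM 15hLO-1 at room temperature, then Fe-XO reagent is added for 30 min and absorbance ratio recorded.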
USP2a inhib: inhibitors of human ubiquitin-specific protease USP2a; O75604; 0.1% of 60,000 active; Potency, µM (highest dose often 38.3 µM), inactives show top-dose activity change, negative = inhibition, actives largely listed as inhibitors; USP2a enzymatic assay, qHTS inhibition; AID 927;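 further: potency means the concentration at half of the fitted maximal effect; nearly all actives have a fitted effect of over 60% in size; plate controls were DMSO for no effect and NEM full inhibition control for full effect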
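USP2 core (20 nM final) was preincubated with compound for 30 min at RT in 20 mM Tris-HCl pH 8.0, 2 mM CaCl2, 2 mM beta-mercaptoethanol; Ub-PLA2 (20 nM) plus NBD C6-HPC (20 uM) then added, fluorescence read after 2.5 h.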
BRCT PPI green: blocks human BRCA1 BRCT binding to phosphopeptide, green readout. P38398. BRCA1 BRCT-phosphopeptide binding, green fluorescence polarization. Potency, µM (series often up to 76.9 µM), inactives show at the highest dose activity change, negative = inhibition, usual class: inhibitors. 0.05% of 75,000 active. AID 875;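 further: potency means the concentration at half of the fitted maximal effect; plate controls were peptide without protein for full effect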
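Fluorescence polarization: His-tagged BRCT (~35 kDa BRCA1 C-terminus, 250 nM) bound to 100 nM fluorescein-labeled phosphorylated 10-aa BACH1 peptide, pH 7.3 phosphate buffer with DTT and Tween 20. Compounds incubated 12 min at room temperature; inhibition read as lowered polarization.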
* marks the source's active call; other numbers are inactive results; ? = inconclusive; & = joins results of further samples; [ ] = remark or other dose. The call rests on the fitted dose curve; in most records, active means well fitted inhibition curve with a large enough effect; inconclusive means small, poorly fitted or top-dose-only effect; inactive means no such curve, though single readings can be large or run the other way. Unless noted, on the % scale 0 is the no-effect control and ±100 the full control effect. This is a subset, so the mix of outcomes need not match the whole.

BRCT inh red	ALOX15 inhib	USP2a inhib	BRCT PPI green	smiles
0.6%	-0.9%	-15.6%	-0.9%	COc1ccc(C2CC(=O)c3c(O)cc(O[C@H]4OC(COC5OC(C)C(O)C(O)[C@@H]5O)C(O)C(O)C4O)cc3O2)cc1O (some centres undefined)
-1.0%	0.9%	3.0%	-2.0%	COc1cc(OC)c2c(=O)c(-c3ccc4c(c3)OCO4)coc2c1
-1.0%	?	-6.6%	0.5%	NC(=O)CC[C@H](N)C(=O)O
2.0%	-9.3%	-5.4%	-0.2%	CNS(=O)(=O)Cc1ccc2[nH]cc(CCN(C)C)c2c1
-2.8%&-4.1%	10µM*	24.6%	-6.5%	O=C1c2ccccc2C(=O)c2c1ccc(O)c2O
0.6%	2.1%	-10.4%	-1.7%	COc1cc(C(C)=O)cc(OC)c1O
0.4%	0.3%	62.2%[activator]	-0.2%	C=CCCCCCCCCCCC/C=C/C(O)COC(C)=O (centres undefined)
-0.1%	-3.5%	2.6%	-2.2%	CCNC(=O)CCC(N)C(=O)O (centres undefined)
0.0%	-2.7%	43.0%[activator]	-1.3%[3.08 µM]	C=C1CCC(O)C/C1=C/C=C1\CCC[C@@]2(C)C(C(C)/C=C/C(C)C(C)C)CC[C@@H]12 (some centres undefined)
0.0%	-1.7%	18.6%	4.6%[3.08 µM]	COC1CC(O[C@H]2/C(C)=C/CC3CC(C[C@]4(CCC(C)C(C5CCCCC5)O4)O3)OC(=O)[C@H]3C=C(C)/C(=N/O)C4OC/C(=C\C=C\[C@@H]2C)[C@@]43O)OC(C)C1O (some centres undefined)
0.3%	-6.0%	-4.7%	-1.6%[3.08 µM]	CC(CN(C)C)CN1c2ccccc2CCc2ccccc21 (centres undefined)

A run of entries of the results above:
BRCT inh red	ALOX15 inhib	USP2a inhib	BRCT PPI green	smiles
-1.0%	?	-6.6%	0.5%	NC(=O)CC[C@H](N)C(=O)O
2.0%	-9.3%	-5.4%	-0.2%	CNS(=O)(=O)Cc1ccc2[nH]cc(CCN(C)C)c2c1
-2.8%&-4.1%	10µM*	24.6%	-6.5%	O=C1c2ccccc2C(=O)c2c1ccc(O)c2O
0.6%	2.1%	-10.4%	-1.7%	COc1cc(C(C)=O)cc(OC)c1O
0.4%	0.3%	62.2%[activator]	-0.2%	C=CCCCCCCCCCCC/C=C/C(O)COC(C)=O (centres undefined)
-0.1%	-3.5%	2.6%	-2.2%	CCNC(=O)CCC(N)C(=O)O (centres undefined)
0.0%	-2.7%	43.0%[activator]	-1.3%[3.08 µM]	C=C1CCC(O)C/C1=C/C=C1\CCC[C@@]2(C)C(C(C)/C=C/C(C)C(C)C)CC[C@@H]12 (some centres undefined)
0.0%	-1.7%	18.6%	4.6%[3.08 µM]	COC1CC(O[C@H]2/C(C)=C/CC3CC(C[C@]4(CCC(C)C(C5CCCCC5)O4)O3)OC(=O)[C@H]3C=C(C)/C(=N/O)C4OC/C(=C\C=C\[C@@H]2C)[C@@]43O)OC(C)C1O (some centres undefined)
0.3%	-6.0%	-4.7%	-1.6%[3.08 µM]	CC(CN(C)C)CN1c2ccccc2CCc2ccccc21 (centres undefined)
